Bioassay records deposited in PubChem by National Center for Advancing Translational Sciences (NCATS).
RECQ1 helicase – blocks DNA unwinding by human RECQ1 | Potency, µM (highest dose often 57.3 µM), without a hit: top-dose activity, negative = inhibition, most hits filed as inhibitors | actives 0.54% (n = 240,000) | RECQ1 DNA unwinding, red fluorescence kinetic read | P46063;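 further: plate controls were vehicle for no effect and no enzyme for full effect; nearly all actives have a fitted effect of over 30% in size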
Target sequence (P46063 whole entry, looked up): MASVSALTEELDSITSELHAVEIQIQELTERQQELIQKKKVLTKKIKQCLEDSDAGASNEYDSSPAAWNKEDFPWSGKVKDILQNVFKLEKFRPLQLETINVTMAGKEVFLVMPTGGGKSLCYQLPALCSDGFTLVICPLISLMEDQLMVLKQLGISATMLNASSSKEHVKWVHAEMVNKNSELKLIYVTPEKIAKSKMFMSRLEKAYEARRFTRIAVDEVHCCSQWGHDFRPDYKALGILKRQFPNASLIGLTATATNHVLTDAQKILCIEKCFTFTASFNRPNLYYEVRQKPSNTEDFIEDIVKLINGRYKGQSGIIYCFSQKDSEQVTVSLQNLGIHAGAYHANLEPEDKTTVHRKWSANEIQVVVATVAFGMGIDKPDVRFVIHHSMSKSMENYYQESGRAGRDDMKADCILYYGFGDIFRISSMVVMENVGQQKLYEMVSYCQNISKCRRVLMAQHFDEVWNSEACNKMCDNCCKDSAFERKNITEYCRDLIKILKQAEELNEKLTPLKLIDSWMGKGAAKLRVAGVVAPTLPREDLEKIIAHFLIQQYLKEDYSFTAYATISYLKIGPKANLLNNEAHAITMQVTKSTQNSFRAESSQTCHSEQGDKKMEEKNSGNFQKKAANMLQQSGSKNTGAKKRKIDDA
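RECQ1T1 50 nM; forked duplex (20 bp + 30-nt ss tails) 200 nM, ATP 2 mM final; pH 8.0, 2 mM MgCl2, 2.5 ug/ml poly(dI-dC); 15 min compound preincubation; discontinuous kinetic read over 2 h at RT.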
Epigenetic reg – derepresses silenced GFP reporter in murine cells | murine LDR cells, GFP reporter derepression, 30 h | actives 0.2% (n = 280,000) | Potency, µM (titrated, usually from 53.9 µM), for inactives: at the top dose GFP activation, actives largely listed as activators; further: % of control where 0% means no effect; nearly all actives have a fitted effect of over 60% in size
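GFP-positive cell count by laser-scanning cytometry (objects 20–120 um) after 30 h, 37 C compound exposure of murine LDR cells; reporter is CMV-GFP integrated at a silenced locus, inducible by HDAC or DNMT inhibitors.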
SMN2 splice up – enhancers of SMN2 splice variant expression. actives 2.8% (n = 210,000). HEK293 SMN2-luciferase splicing reporter, luminescence, 30-36 h. AID 1458. Potency, µM (series often up to 46.1 µM), for the others: at the top dose activity change, positive = activation, most hits filed as activators; further: % of control where 0% means no effect; nearly all actives have a fitted effect of over 55% in size
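qHTS luciferase splicing reporter: luminescence rises when SMN2 exon 7 is included in transfected HEK293 cells. Compound exposure lasted 30-36 h at 37C, with 4.5 mM final sodium butyrate as control, followed by a ONE-Glo read.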
KinaseGlo FLuc – Kinase-Glo luciferase inhibition (counter-screen). Q27757. Kinase-Glo luciferase, ATP luminescence, 8 min. Potency, µM (top dose mostly 38.3 µM), inactives show at the highest dose activity change, negative = inhibition, most hits filed as inhibitors. actives 0.28% (n = 200,000); further: on the % scale 0 is the no-effect control and ±100 the full control effect; nearly all actives have a fitted effect of over 60% in size
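Substrate mix (final 50 mM imidazole pH 7.2, 50 mM KCl, 7 mM MgCl2, 10 uM ATP, 0.01% Tween 20, 0.05% BSA) plus pin-tool compound, then Kinase-Glo detection mix; 8 min ambient, luminescence read.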
KDM4E inh – inhibitors of human JMJD2E histone demethylase; Potency, µM (top dose mostly 57.1 µM), for inactives: at the top dose activity change, negative = inhibition, usual class: inhibitors; actives 1.6% (n = 230,000); JMJD2E catalytic domain, FDH-coupled NADH fluorescence (FDH is formaldehyde dehydrogenase); AID 2147; B2RXH2; active means well fitted inhibition curve with a large enough effect, not every such curve was filed as active; inconclusive means small, poorly fitted or top-dose-only effect, or another doubt; inactive means no such curve, though single readings can be large or run the other way;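 further: 0% = wells with enzyme and -100% = buffer wells without enzyme; nearly all actives have a fitted effect of over 50% in size; many of its hits are not listed in these tables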
NPSR antagonist – blocks cAMP signaling of the human neuropeptide S receptor; Q6W5P4; AID 1461; actives 1% (n = 220,000); Potency, µM (highest dose often 38.3 µM), inactives show top-dose activity change, negative = inhibition, hits mostly inhibitors; CHO-NPSR cells, cAMP TR-FRET, antagonist mode; further: on the % scale 0 is the no-effect control and ±100 the full control effect; nearly all actives have a fitted effect of over 50% in size; many of its hits are not listed in these tables
IMPase Li cell – membrane-permeable IMPase blocker, potentiated with lithium; CHO-M1 cells, IP1 TR-FRET (IP-One), carbachol + lithium; Potency, µM (doses to about 59.4 µM), for the others: at the highest dose activity, negative = IMPase inhibition, most hits filed as inhibitors; actives 0.35% (n = 210,000); AID 1457;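 further: IP1 builds up when IMPase is blocked and the TR-FRET signal falls; plate controls were basal vehicle for no effect and high inhibitor control for full effect; nearly all actives have a fitted effect of over 50% in size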
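CHO-M1, 2000 cells/well, 16–30 h culture; cpd + low Li+, 30 min 37C; lysis with d2-IP1/Eu-anti-IP1 Ab, 10 min RT; TR-FRET 665/620 ratio and 620 channel; AC50 via Hill.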
RGS12 GoLoco inh – RGS12 GoLoco-Gai1 interaction inhibition | P63096 | Gai1:RGS12 GoLoco peptide FP, rhodamine, 10 min | Potency, µM (doses to about 61.6 µM), for the others: top-dose activity, negative = inhibition, most hits filed as inhibitors | actives 0.44% (n = 230,000) | AID 880; active means well fitted inhibition curve with a large enough effect, not every such curve was filed as active; inactive means no such curve, though single readings can be large or run the other way; further: on the % scale 0 is the no-effect control and ±100 the full control effect; nearly all actives have a fitted effect of over 30% in size; many of its hits are not listed in these tables
Target sequence (P63096 whole entry, looked up): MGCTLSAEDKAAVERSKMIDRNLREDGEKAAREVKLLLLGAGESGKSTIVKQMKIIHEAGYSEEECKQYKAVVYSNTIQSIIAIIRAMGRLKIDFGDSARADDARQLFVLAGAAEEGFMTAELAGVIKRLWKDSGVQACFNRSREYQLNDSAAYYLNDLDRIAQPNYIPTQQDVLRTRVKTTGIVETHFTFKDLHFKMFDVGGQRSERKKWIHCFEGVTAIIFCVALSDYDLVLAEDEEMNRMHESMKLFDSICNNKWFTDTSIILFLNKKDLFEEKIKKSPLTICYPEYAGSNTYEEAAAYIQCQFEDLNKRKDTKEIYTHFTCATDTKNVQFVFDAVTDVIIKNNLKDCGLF
Starred values were filed as active, the others as inactive; i = inactive; ? = inconclusive; · = not tested or not shown; & = joins results of further samples; ! = not active in a repeat; [ ] = remark or other dose. Unless noted, the call rests on the fitted dose curve; in most records, active means well fitted curve in the direction sought with a large enough effect; inconclusive means small, poorly fitted or top-dose-only effect, or another doubt; inactive means no such curve, though single readings can be large; an effect the other way counts as inactive or inconclusive. Potency means the concentration at half of the fitted maximal effect. Not all compounds are listed; rates above refer to the full screens.

molecule	RGS12 GoLoco inh	KDM4E inh	SMN2 splice up	KinaseGlo FLuc	NPSR antagonist	RECQ1 helicase	IMPase Li cell	Epigenetic reg
COc1cccc(NC(=O)Nc2nnc(-c3ccccc3SCc3ccccc3)s2)c1	-7.5%	-9.1%	14.1%	-4.0%	?	8.5%	13.7%[38.3 µM]	6.8%
Cc1ccc2c(c1)C(=O)C(=O)N2CCCOc1ccccc1	5.7%	3.2%	0.9%	0.4%	-2.3%	-7.5%	10.9%	1.0%
COc1ccc(NC(=O)Cn2c(=O)c(C)nc3ccccc32)cc1Cl	9.5%	?	·	·	13.1%	i	·	4.1%
CC(=O)[C@]1(O)Cc2c(O)c3c(c(O)c2[C@@H](O[C@H]2C[C@H](N)[C@H](O)[C@H](C)O2)C1)C(=O)c1c(O)cccc1C3=O	0.794µM*	·	·	-12.2%[39.9 µM]	·	28.2µM*	31.1%[activator]	?
O=C(COc1ccc2ccccc2c1)NNC(=O)[C@@H]1CCCC[C@@H]1C(=O)O	6.1%	-4.0%	-0.4%	-0.2%	0.3%[46.1 µM]	-1.7%	-5.1%[38.3 µM]	-1.2%
CCSc1nnc(NC(=O)C2CCN(S(=O)(=O)c3cc(C(F)(F)F)ccc3Cl)CC2)s1	-1.7%	17.3%	-31.5%[inhibitor]	2.8%	-15.4%	-2.0%	-0.2%	-1.6%
Cc1ccc(/C=C/C(=O)NCc2cccs2)cc1	4.1%	8.5%	11.2µM*	-0.2%	8.1%	i	3.4%	-0.9%
COc1cc(/C=C/C(=O)O)cc(S(=O)(=O)NCc2ccc3c(c2)OCO3)c1OC	13.1%	-8.4%	·	-1.1%	3.1%	-5.7%	5.9%	?
CN(C[C@H](Cc1ccccc1)N(CCN(CCc1ccccc1)N=O)N=O)N=O	2.3%	-1.7%	·	·	-0.6%	i	5.3%	0.2%
Cc1ccc(S(=O)(=O)N(C)C)cc1NC(=O)c1ccccc1Br	0.0%	-13.6%	0.0%	1.0%	9.1%	-0.3%	8.9%	-0.3%
Cn1nc(-c2ccc(Cl)cc2)cc1NC(=O)CC(C)(C)CC(=O)O	4.5%	-3.4%	·	·	-5.7%	7.3%	·	-0.3%
Cc1ccc(CNC(=O)CSc2nc3ccccc3c(=O)n2CCCO)cc1	-11.5%	6.5%	-4.6%	2.1%	-13.0%[46.1 µM]	-6.0%	7.3%	-3.2%
COc1ccc(CCNC(=O)Cc2cc(=O)[nH]c(=O)[nH]2)cc1OC	4.9%	-0.7%	6.5%	0.8%	5.6%[46.1 µM]	-10.0%	?	-1.4%
CC(=O)c1ccc(-c2ccc(C(=O)N3CCCc4ccccc43)o2)cc1	1.3%	?	?	1.3%	-48.0%	i	22.7%	-2.5%
OC[C@H]1O[C@@H](n2cnc3cncnc32)[C@H](O)[C@@H]1O	15.6%&-3.0%	0.3%&0.5%	-23.6%&-104.7%	0.6%&0.2%	-3.3%[46.1 µM]	-2.4%&-19.7%	-6.3%&0.3%	-0.1%&-0.2%
COc1cccc(C(=O)Nc2cccc(NC(C)=O)c2)c1	2.3%	0.5%	-1.4%	0.2%	-25.3%[46.1 µM]	-13.2%	-17.5%[38.3 µM]	-2.9%
O=C(NCC1CCCO1)[C@@H]1CSC2c3ccccc3C(=O)N21 (stereo partly specified)	-11.8%	4.9%	-9.1%	1.5%	-21.4%[46.1 µM]	-2.8%	-12.0%[38.3 µM]	-5.7%
O=C(Nc1ccc(Cl)cc1)N1CCOC12CCC1(CC2)OCCO1	-2.3%	2.5%	8.1%	-1.1%	8.6%	18.1%	8.4%	1.3%
CC(C)n1cnc2cc(NCc3ccccc3O)ccc21	5.1%	?	·	·	2.1%	-14.4%	·	1.0%
Cc1ccccc1NCC(=O)N=Nc1c(O)[nH]c2ccc([N+](=O)[O-])cc12	1.3%	-2.7%	·	·	10.0%[7.67 µM]	18.6%	·	1.4%
CCc1ccccc1NC(=S)N(Cc1ccc(OC)cc1)CC1CCC(C(=O)O)CC1 (stereo unspecified)	3.3%	1.8%	·	·	-33.0%	i	-9.2%	-0.2%
CC1=C(CCC(=O)O)c2cc3nc(cc4[nH]c(cc5[nH]c(cc1n2)c(C)c5C(C)O)c(C)c4C(C)O)C(C)=C3CCC(=O)O (stereo unspecified)	12.6µM*	-0.6%	-8.3%	-0.8%	·	-23.8%	-14.7%	-0.8%
CCCOC(=O)Nc1c(C)cccc1C(C)C	4.8%	-7.3%	-20.0%	0.0%	-19.5%	17.9%	9.6%	-1.9%[10.1 µM]
O=C(C1CCCN(S(=O)(=O)c2cccc3nsnc23)C1)N1CCc2ccccc2C1 (stereo unspecified)	7.2%	0.5%	-35.0%[inhibitor]	-0.3%	-15.8%[46.1 µM]	-6.0%	-4.2%[38.3 µM]	-1.7%
Cc1[nH]n(-c2nc(-c3ccccc3F)cc(=O)[nH]2)c(=O)c1CCO	2.2%	-25.3%	0.1%	0.9%	11.2%	i	12.7%	1.1%
O=C1OC(c2cccs2)=N/C1=C/c1ccc(-c2cccc(C(=O)O)c2)o1	23.1%	?	5.8%	1.1%	-3.0%	?	8.9%	-1.3%
COc1cc2c(c(O)c1OC)-c1c(cc(OC)c(OC)c1O)[C@@H](OC(=O)c1ccccc1)[C@@](C)(O)[C@@H](C)[C@@H]2OC(C)=O	4.6%	11.0%	·	·	21.1%	-2.4%	·	1.3%
CCC1(C)Cc2ccccc2C(Nc2c(C)n(C)n(-c3ccccc3)c2=O)=N1 (stereo unspecified)	5.6%	2.5%	1.5%	-1.4%	-2.3%[46.1 µM]	-8.3%	17.9%[38.3 µM]	-0.2%
Cc1c(NC(=O)C(C)c2ccc(CC(C)C)cc2)c(=O)n(-c2ccccc2)n1C (stereo unspecified)	-3.0%	6.8%	-23.6%	18.2%	-1.9%[46.1 µM]	i	8.0%[38.3 µM]	0.1%
O=C(NCCCN1CCCC1)c1ccc(CS(=O)(=O)c2ccc(Br)cc2)o1	-3.2%	-21.7%	-27.9%	4.8%	3.6%[46.1 µM]	-11.4%	-0.8%[38.3 µM]	12.6%

3 of the compounds above, with values under each structure:
Values run as follows: RGS12 GoLoco inh	KDM4E inh	SMN2 splice up	KinaseGlo FLuc	NPSR antagonist	RECQ1 helicase	IMPase Li cell	Epigenetic reg
> COc1cc(/C=C/C(=O)O)cc(S(=O)(=O)NCc2ccc3c(c2)OCO3)c1OC
  13.1%	-8.4%	·	-1.1%	3.1%	-5.7%	5.9%	?
> CC(=O)c1ccc(-c2ccc(C(=O)N3CCCc4ccccc43)o2)cc1
  1.3%	?	?	1.3%	-48.0%	i	22.7%	-2.5%
> O=C(C1CCCN(S(=O)(=O)c2cccc3nsnc23)C1)N1CCc2ccccc2C1 (stereo unspecified)
  7.2%	0.5%	-35.0%[inhibitor]	-0.3%	-15.8%[46.1 µM]	-6.0%	-4.2%[38.3 µM]	-1.7%

Further records:
molecule	RGS12 GoLoco inh	KDM4E inh	SMN2 splice up	KinaseGlo FLuc	NPSR antagonist	RECQ1 helicase	IMPase Li cell	Epigenetic reg
O=C(Nc1ccc(S(=O)(=O)N2CCN(Cc3ccccc3)CC2)cc1)c1cnccn1	3.2%	-4.0%	-89.8%[inhibitor]	1.6%	-12.1%[46.1 µM]	-5.9%	13.0%[38.3 µM]	6.4%
CCCCC1=CC2=CC(=O)C(C)(OC(=O)CC)C(=O)C2=CN1C1CCCCC1 (stereo unspecified)	5.6%[14.2 µM]	28.2µM*!	9.7%[9.22 µM]	-2.4%[7.66 µM]	1.6%	-16.0%[11.5 µM]	-3.0%	-2.3%
COCCCN(C(=O)c1cc2c(s1)CCC2)c1c(N)n(Cc2ccccc2)c(=O)[nH]c1=O	24.8%	-10.2%	3.8%	0.6%	1.7%	14.1µM*	-4.1%	-2.2%
Cc1ccc(S(=O)(=O)NNC(=O)NC23CC4CC(CC(C4)C2)C3)cc1	-3.4%	1.9%	1.9%	-1.7%	1.4%	-2.9%	-2.7%	-1.3%
Cc1ccc(NC(=S)N(CCN(C)C)C(C)c2ccco2)c(C)c1 (stereo unspecified)	-3.2%	4.4%	·	·	0.3%	i	·	-0.6%
C=CCOc1cccc(CNc2ccc3[nH]c(=O)[nH]c3c2)c1	8.7%	?	-19.7%	-0.9%	-1.8%	-19.4%	4.0%	-1.9%
CCN(CC)C(=O)CSc1nc(C)cc(C)c1C#N	-0.4%	5.7%	10.6%	4.3%	9.5%	-2.3%	1.9%	-0.7%
CS(=O)(=O)c1ccc(Cl)c(S(=O)(=O)NCc2ccccc2)c1	-0.1%	8.7%	7.7%	1.4%	-2.6%[46.1 µM]	-13.0%	1.4%[38.3 µM]	1.2%
CCC(=O)N1CCc2cc(S(=O)(=O)CCC(=O)Nc3nc(C)cs3)ccc21	6.1%	2.5%	-1.0%	-1.5%	13.8%[46.1 µM]	-4.7%	0.9%	1.2%
CCOC(=O)c1cc(-c2ccccc2)sc1NC(=O)C(C)OC(=O)c1cccc(S(=O)(=O)N(C)C)c1 (stereo unspecified)	1.4%	5.1%	-8.5%	-1.9%	-19.3%	1.8%	-3.2%	-1.8%
CS(=O)(=O)N(CC(=O)N1CCCC1)Cc1ccc(Cl)cc1	-3.8%	6.0%	4.6%	1.6%	11.2%	0.4%	-11.8%	3.1%
O=C(O)CCN1CCOCC1	-11.0%	-6.9%	-9.0%	1.3%	-4.1%[46.1 µM]	-14.9%	-7.9%[38.3 µM]	1.9%
CCn1nc(NC(=O)c2ccco2)c2cc3ccccc3nc21	13.5%	?	-13.7%	3.9%	-4.9%[46.1 µM]	-0.2%	-2.9%[38.3 µM]	0.9%
